Screens from PubChem.
NALP1 yeast inh = NALP1 inflammasome inhibitors in reconstituted yeast, colorimetric, S. cerevisiae, triplicate retest | S. cerevisiae NALP1/ASC/caspase-1 growth, X-gal OD620, 72 h | inhibition, % at 10 µM | 0.61% of 280,000 active; in the data active = inhibition mostly above about 24%, no sharp cut-off; inactive = mostly below about 32%; note: some compounds called inactive have numbers as strong as hits
GPR7 antag = GPR7 receptor antagonists, primary screen, cell-based, fluorescence, single concentration. GPR7-expressing cells, fluorescence antagonist assay. AID 1861, 2009. inhibition, % at 4.4 µM. 1.1% of 290,000 active; in the data active = inhibition above about 16%, passing the limit was not always enough;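 note: cells stimulated with the agonist NPW; 0% = agonist with vehicle and 100% = vehicle without agonist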
Target sequence (P48145 whole entry, looked up): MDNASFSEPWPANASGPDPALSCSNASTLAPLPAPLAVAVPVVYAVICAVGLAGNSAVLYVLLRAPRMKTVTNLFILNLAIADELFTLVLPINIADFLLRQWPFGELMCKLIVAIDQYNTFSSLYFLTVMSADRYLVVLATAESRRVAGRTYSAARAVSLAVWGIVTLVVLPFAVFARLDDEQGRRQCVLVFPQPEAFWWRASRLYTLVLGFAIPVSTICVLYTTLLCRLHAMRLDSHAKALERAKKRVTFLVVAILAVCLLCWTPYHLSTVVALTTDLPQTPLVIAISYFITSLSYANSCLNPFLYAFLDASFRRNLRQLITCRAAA
GalR3 antagonist = GalR3 antagonists in HEK293 cells, primary screen, cell-based, fluorescence readout; inhibition, % at 3 µM; Galanin receptor type 3 (Homo sapiens), O60755; 0.44% of 360,000 active; HEK293 GalR3-CNG cAMP membrane potential fluorescence; galR3 body fused to GalR1 C-terminus;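 active = inhibition above the screen-wide average plus 3 SD, cut at about 13% in these data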;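 note: forskolin and galanin both at EC90 stimulate the cells; cAMP rise reported by CNG channel membrane potential dye signal; 0% = forskolin plus galanin with DMSO and 100% = forskolin alone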
Target sequence (O60755 1-299 limits assumed): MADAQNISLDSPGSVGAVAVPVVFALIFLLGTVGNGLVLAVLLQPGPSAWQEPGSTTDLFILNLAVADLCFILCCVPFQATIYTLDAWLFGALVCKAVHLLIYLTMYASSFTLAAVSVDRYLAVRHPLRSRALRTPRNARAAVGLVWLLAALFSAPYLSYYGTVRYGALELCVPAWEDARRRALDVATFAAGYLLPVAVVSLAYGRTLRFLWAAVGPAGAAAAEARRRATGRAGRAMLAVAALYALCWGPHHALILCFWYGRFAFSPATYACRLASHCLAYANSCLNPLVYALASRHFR
MEKK2mut PB1 HTS = MEK5 binding signal on mutant MEKK2 PB1, primary screen, biochemical, multiplex bead flow cytometry, Alexa488-MEK5; Alexa488-MEK5 binding to MEKK2 mutant; percent response, % at 10 µM; 0.35% of 290,000 active; AID 1530, 2009; in the data active = percent response above about 24%, passing the limit was not always enough; note: inactives centre near 1; some results filed as inactive read as strong as hits
V1R ag counter = agonists of human V1a receptor, primary screen, counter-screen for OXTR agonist project, fluorescence, CHO-V1R cells. Vasopressin V1a receptor (Homo sapiens), P37288. activation, % at 3 µM. 0.25% of 320,000 active. Fluo-8 calcium fluorescence, agonist mode; 0% DMSO, 100% 3 nM vasopressin;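 active = activation above the mean activation of all tested compounds plus 3 SD, per screening run, cut at about 20% in these data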;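 note: signal is peak over basal fluorescence ratio across a 100 second FLIPR read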
Target sequence (P37288 whole entry, looked up): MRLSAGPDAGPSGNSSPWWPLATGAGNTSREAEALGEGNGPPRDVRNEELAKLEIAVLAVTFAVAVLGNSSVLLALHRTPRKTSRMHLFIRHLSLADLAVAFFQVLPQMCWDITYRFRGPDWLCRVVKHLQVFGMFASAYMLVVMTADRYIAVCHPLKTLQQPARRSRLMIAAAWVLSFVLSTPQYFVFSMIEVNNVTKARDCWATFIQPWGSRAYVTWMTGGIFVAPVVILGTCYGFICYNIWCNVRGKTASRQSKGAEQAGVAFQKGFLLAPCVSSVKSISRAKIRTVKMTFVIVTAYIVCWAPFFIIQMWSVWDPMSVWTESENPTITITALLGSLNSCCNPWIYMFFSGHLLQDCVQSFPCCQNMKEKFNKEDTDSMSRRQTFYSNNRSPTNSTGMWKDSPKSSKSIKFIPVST
M18AAP inhibitor = PfM18AAP inhibitors, malaria aminopeptidase, primary screen, biochemical, QFRET, recombinant enzyme; H-Glu-NHMec fluorogenic cleavage; inhibition, % at 7.35 µM; 1.2% of 290,000 active;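 active = inhibition above the campaign mean inhibition over all tested compounds plus 3 SD, cut at about 28% in these data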;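 note: 0% = plate median of test compound wells and 100% = 2 mM ZnCl2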
MEKK2wt PB1 HTS = modulators of MEK5 binding to wildtype MEKK2, primary screen, biochemical, multiplex bead flow cytometry, Alexa488-MEK5; Alexa488-MEK5 binding to MEKK2 WT; actives lie on both sides; binding response (% of control), % at 10 µM; 1.1% of 290,000 active; AID 1531, 2009; in the data active = binding response below about 67% or above about 130%
OXTR potentiator = human OXTR potentiators, primary screen, fluorescence, CHO-OTR cells, Fluo-8 calcium. Fluo-8 calcium fluorescence, potentiator mode; 0% = oxytocin EC15, 100% = EC100. activation, % at 3 µM. 0.061% of 320,000 active. AID 2445, 2010;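 active = activation above that plate's cutoff, the mean activation of tested compounds plus 3 SD, cut at about 6.6% in these data, passing the limit was not always enough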;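 note: 100% uses oxytocin at 75 nM as the full agonist control; some results filed as inactive read as strong as hits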
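System: human OTR in CHO cells / Also added: sub-maximal oxytocin, roughly EC15 / Control set: EC15 oxytocin low, 75 nM oxytocin high / Schedule: 6 min compound pre-incubation at room temperature, 100 s kinetic read / Compound: single-point 3.0 µM / Replication: singlicate / Technique: Fluo-8 calcium dye fluorescence / Read-out basis: % activation of max/min ratio relative to oxytocin controls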
OXTR ag = human OXTR agonists, primary screen, fluorescence, CHO-OTR cells, Fluo-8 calcium; Oxytocin receptor (Homo sapiens), P30559; Fluo-8 calcium fluorescence; normalized: DMSO 0%, oxytocin 100%; activation, % at 3 µM; 0.32% of 320,000 active;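 active = activation above the mean of all tested compounds plus 3 SD, cutoff set per screening run, cut at about 20% in these data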;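 note: peak over basal fluorescence ratio from a 100 s FLIPR kinetic read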
An asterisk follows results filed as active; . = no result given; & = joins results of further samples.

SMILES	NALP1 yeast inh	GPR7 antag	GalR3 antagonist	MEKK2mut PB1 HTS	V1R ag counter	M18AAP inhibitor	MEKK2wt PB1 HTS	OXTR potentiator	OXTR ag
CC(C)Cn1c(N)c(C(=O)COC(=O)c2ccncc2)c(=O)n(C)c1=O	12	-14	7	6	1.2	-3	106	-11	1.8
Cc1ccc(CNC(=O)c2cccc3c2C(=O)c2ccc(N4CCOCC4)cc2S3(=O)=O)cc1	.	.	0	.	2.0	.	.	-6	1.4
COC(=O)c1nn(-c2ccccc2)c(Sc2ccc(Cl)cc2)c1/C=N/O	-18	-4	-4	0	0.0	-7	97	-13	-1.9
CCN(CC)CCCNC(=O)Cn1ncn2cccc2c1=O	-5	-11	3	-7	1.2	-1	94	-28	0.1
COc1ccc(CN(Cc2cccnc2)S(=O)(=O)c2ccc(-n3cnnn3)c(OC)c2)cc1	13	1	-7	3	2.7	-2	108	-6	1.9
O=[N+]([O-])c1ccc(Cl)c(/C=N/n2c(-c3ccncc3)n[nH]c2=S)c1	.	1	10	1	1.3	5	104	4	1.5
O=C(c1ccc(S(=O)(=O)N2CCCCC2)cc1)N1CCCc2ccccc21	-14	-2	-3	-2	5.9	-3	92	-21	0.5
COc1ccc(N2CCN(S(=O)(=O)c3c(C)[nH]c(C)c3C(=O)N3CCCCC3)CC2)cc1	11	-9	-7	4	0.0	2	104	-2	0.6

The list continues.
SMILES	NALP1 yeast inh	GPR7 antag	GalR3 antagonist	MEKK2mut PB1 HTS	V1R ag counter	M18AAP inhibitor	MEKK2wt PB1 HTS	OXTR potentiator	OXTR ag
Cc1ccc(S(=O)(=O)Nc2ccccc2C(N)=O)cc1	25	0	-7	7	0.6	-1	104	4	1.7
O=C(N/N=C/c1ccc(Br)cc1)c1cc[n+](Cc2ccccc2)cc1	16	-2	-5	9	0.0	12	98	-1	1.2
N=C1SCC(=O)N1c1ncc(Cc2ccccc2Cl)s1	-10	-6	-3	1	.	16	107	.	.
O=C(O)CCC(=O)Nc1nc2nccc(-c3ccccc3)n2n1	2	-10	-6	-8	-0.1	4	96	-3	0.9
CCC1(C)Cc2c(sc3nc(SC)[nH]c(=O)c23)CO1 (configuration not stated)	11	-11	-2	-15	-1.0	-2	88	-4	-0.4
O=C(O)c1cc(-c2ccccc2)nc2nc(N3CCCCC3)sc12	-16	-3	13*	-2	0.3	2	92	0	0.1
CSC1=NCCN1C(=O)c1ccc(Br)o1	24	-1	-1	7	-0.6	-3	111	0	-0.6
C/C(=N/NC(=O)c1ccncc1)c1ccc(NC(=O)c2ccccc2)cc1	14	3	-13	3	.	-11	102	.	.

Additional results follow.
SMILES	NALP1 yeast inh	GPR7 antag	GalR3 antagonist	MEKK2mut PB1 HTS	V1R ag counter	M18AAP inhibitor	MEKK2wt PB1 HTS	OXTR potentiator	OXTR ag
O=C(CN1C(=O)C2CC=CCC2C1=O)Nc1cc(C(F)(F)F)ccc1N1CCCC1 (configuration not stated)	.	.	-3	.	-0.9	.	.	-2	-1.3
CC(=O)n1cc([C@H]2C=C(C(=O)NCc3ccccc3)O[C@@H](OCCCCO)C2)c2ccccc21	-4	-2	-1	1	0.4	9	108	-4	-0.1
Cc1ccccc1NC(=O)CCc1c(C)nn(-c2ccc(N3CCCCC3)nn2)c1C	2	4	-7	-1	4.8	-4	95	-9	1.9
CCN(CC)CC(=O)Nc1c(C)cccc1C	.	-7&-6	.	-5&-3	0.0&0.6&0.2	3&0	91&98	-5&-5&-5	0.1&-0.5&-0.1
O=C(Nc1ccc(F)c(Cl)c1)c1cccnc1	14	-12	-5	4	1.3	-1	103	-5	-0.5
Cc1cc(NC(=O)CSc2nnc(C)n2-c2ccccc2)no1	-4	-1	-5	-3	-0.1	4	95	2	0.3
Cc1ccc(C(=O)/C=C/c2ccc(-c3ccc(C)cc3)o2)cc1	22	-1	4	0	1.7	-8	89	2	0.2
COC(=O)c1ccc(C)c(NC(=O)c2ccc(CN3CCc4ccccc4C3)cc2)c1	10	1	-11	-4	0.2	7	100	-9	-1.1

(continued)
SMILES	NALP1 yeast inh	GPR7 antag	GalR3 antagonist	MEKK2mut PB1 HTS	V1R ag counter	M18AAP inhibitor	MEKK2wt PB1 HTS	OXTR potentiator	OXTR ag
COc1ccc(C2C(C(=O)N3CCN(c4ccc(OC)cc4)CC3)c3ccccc3C(=O)N2C)cc1 (configuration not stated)	-5	-34	1	0	2.9	9	98	-17	-0.8
CN1C(=O)C(C)(C)c2cc(S(=O)(=O)N3CCC(C(=O)NCc4ccc(F)cc4)CC3)ccc21	5	5	3	2	1.4	7	95	-4	0.1
COc1cc(/C=N/Nc2ccc3ccccc3c2)ccc1OC(=O)c1ccco1	7	0	5	3	-0.9	10	105	3	-0.9
CC(CC(=O)OCC(=O)NC1CCS(=O)(=O)C1)c1ccccc1 (configuration not stated)	.	.	9	.	0.9	.	.	-2	0.9
Cn1c(C(=O)N2CCCC(C(=O)NCCN3CCOCC3)C2)cc2sccc21 (configuration not stated)	30*	-7	-2	2	-0.4	-1	100	-3	0.8
CCC(C(=O)OC)n1cnc2c(nnn2-c2ccc(C)cc2)c1=O (configuration not stated)	11	-6	.	5	1.2	-11	105	1	1.6
Cc1sc(N/N=C/C=C/c2ccccc2)nc1-c1ccccc1	7	-9	-6	-2	-0.4	16	93	-2	0.1
CCOc1ccccc1NC(=S)NCc1ccccc1	2	-4	-14	19	-1.0	-1	107	-5	-1.7

5 compounds already listed, sorted by molar mass, rising:
SMILES	NALP1 yeast inh	GPR7 antag	GalR3 antagonist	MEKK2mut PB1 HTS	V1R ag counter	M18AAP inhibitor	MEKK2wt PB1 HTS	OXTR potentiator	OXTR ag
CCN(CC)CCCNC(=O)Cn1ncn2cccc2c1=O	-5	-11	3	-7	1.2	-1	94	-28	0.1
O=C(O)CCC(=O)Nc1nc2nccc(-c3ccccc3)n2n1	2	-10	-6	-8	-0.1	4	96	-3	0.9
Cc1sc(N/N=C/C=C/c2ccccc2)nc1-c1ccccc1	7	-9	-6	-2	-0.4	16	93	-2	0.1
CC(C)Cn1c(N)c(C(=O)COC(=O)c2ccncc2)c(=O)n(C)c1=O	12	-14	7	6	1.2	-3	106	-11	1.8
COC(=O)c1nn(-c2ccccc2)c(Sc2ccc(Cl)cc2)c1/C=N/O	-18	-4	-4	0	0.0	-7	97	-13	-1.9

The results go on.
SMILES	NALP1 yeast inh	GPR7 antag	GalR3 antagonist	MEKK2mut PB1 HTS	V1R ag counter	M18AAP inhibitor	MEKK2wt PB1 HTS	OXTR potentiator	OXTR ag
Cn1c(N)c(C(=O)COC(=O)c2ccc(Cl)nc2)c(=O)n(C)c1=O	6	-8	-7	-12	1.1	-14	85	-12	1.6
COC(=O)C1=C(C)N(c2cc(C)cc(C)c2)/C(=C/c2ccco2)C1=O	8	-1	-2	-1	1.7	-3	97	0	-2.6
COC(=O)c1ccc(C(=O)NC2CCCc3c2cnn3-c2ccc(C)c(C)c2)cc1 (configuration not stated)	1	7	2	3	6.2	1	104	-14	1.5
COc1ccc(NC(=O)c2ccc3[nH]c(C)c(C)c3c2)c(OC)c1	19	7	-11	1	0.4	5	97	-18	-1.4
COc1ccc(NC(=O)CSCC(=O)Nc2cccc(S(=O)(=O)N3CCCCCC3)c2)cc1	.	.	-1	.	2.0	.	.	-5	-0.5
COc1ccc(NC(=O)CSc2nnc(-c3ccccc3C)n2C)cc1	15	-13	-6	-6	-0.6	-11	87	-16	-1.2
Cn1c(SCC(=O)c2ccccc2)nnc1C1CC1	14	-7	-2	2	0.6	2	97	0	1.0
O=C(c1ccc(F)cc1)N1CCN(c2ncccn2)CC1	13	-4	0	2	1.4	1	107	-12	-0.7

Continued:
mol	NALP1 yeast inh	GPR7 antag	GalR3 antagonist	MEKK2mut PB1 HTS	V1R ag counter	M18AAP inhibitor	MEKK2wt PB1 HTS	OXTR potentiator	OXTR ag
O=[N+]([O-])c1cc(-c2csc(NCCc3nc4cc(C(F)(F)F)ccc4n3CCCO)n2)ccc1Cl	.	.	-10	3	-0.7	.	105	-6	-0.1
CCN(CC(=O)NCc1cccs1)S(=O)(=O)c1cccc(C(C)=O)c1	-1	-1	1	4	-0.9	-4	110	-7	-0.1
Cc1ccc(C)c(N2CCN(C(=O)Cn3ncc4c([nH]c5ccc(C)cc54)c3=O)CC2)c1	14	-4	0	0	0.2	6	99	-7	-0.2
Cc1ccc(NC(=O)c2ccc3nsnc3c2)c(Cl)c1	13	-14	-10	1	-0.2	-3	101	-5	-2.2
COc1cccc(NC(=O)C(=O)NCC(c2ccco2)N2CCc3ccccc3C2)c1 (configuration not stated)	.	.	0	.	0.3	.	.	-4	0.7
CCCC1(C(=O)OC)NC(c2cccc(F)c2)C2C(=O)N(CC)C(=O)C21 (configuration not stated)	7	10	2	-4	-1.5	-15	95	-15	-0.1
COc1ccc2cc(C#N)c(Cl)nc2c1	-7	0	9	9	0.2	3	107	-15	-0.4
Cc1cc(C(=O)CSc2nnc(-c3ccco3)o2)c(C)n1Cc1ccco1	1	7	-4	.	4.9	-4	.	-15	3.2
O=C(c1cc(C2CC2)nn1-c1ccccc1)N1CCN(Cc2c(F)cccc2Cl)CC1	.	.	-2	.	-0.9	.	.	-2	-1.1
O=C(CO/N=C/c1cccc([N+](=O)[O-])c1)NC1CCCCCC1	9	-10	2	1	3.2	3	102	-6	1.0
COc1ccc(CCC(=O)NCCS(=O)(=O)N2CCN(c3ccccc3)CC2)cc1	.	.	-3	.	5.7	.	.	-11	2.1
COc1ccc(S(=O)(=O)NCc2cccnc2)cc1NC(=O)c1ccc(C)cc1	.	.	-5	.	-0.1	.	.	-3	-2.1
CCCn1c(=O)c(C(=O)NCCc2ccc(Cl)cc2)c(O)c2ccccc21	-6	-23	-4	9	.	-1	106	.	.
O=C(N/N=C/c1ccc(O)cc1)/C(=C/c1ccccc1)CCO	10	12	-12	-5	0.9	2	104	-8	0.2
NC(=O)C1(C(N)=O)OC1c1ccccc1 (configuration not stated)	-2	-11	1	2	1.0	-3	98	-3	0.2
Cc1nc2nc(SCc3ccc([N+](=O)[O-])cc3)[nH]c2cc1Br	23	-9	-8	6	2.3	-1	101	-6	-2.0
CC(C)C(NS(=O)(=O)c1cccs1)C(=O)N(C)Cc1ccccc1 (configuration not stated)	-7	7	4	1	0.1	-8	97	4	-0.8
O=C(c1ccc(Br)cc1)N1CCN(c2ncccn2)CC1	.	.	-2	.	0.0	.	.	1	-2.0
